Screening data as filed in PubChem.
Epigenetic mod – epigenetic GFP locus derepression in mouse cells; mouse C127i GFP locus derepression, cytometry, 30 h; actives 0.09% (n = 68,000); Potency, µM (series often up to 46.1 µM), inactives show at the top dose GFP derepression (activation); note: % of control where 0% means no effect
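Locus derepression in mouse mammary C127i cells whose integrated CMV-GFP reporter is normally silent; GFP expression after 30 h compound treatment was quantified by counting fluorescent cells.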
USP2a inhib – inhibitors of human ubiquitin-specific protease USP2a. O75604. USP2a enzymatic assay, qHTS inhibition. Potency, µM (highest dose often 38.3 µM), for the others: at the highest dose activity change, negative = inhibition, most hits filed as inhibitors. actives 0.1% (n = 60,000);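 note: potency is the fitted concentration of half-maximal effect; nearly all actives have a fitted effect of over 60% in size; plate controls were DMSO for no effect and NEM full inhibition control for full effect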
Target sequence (O75604 whole entry, looked up): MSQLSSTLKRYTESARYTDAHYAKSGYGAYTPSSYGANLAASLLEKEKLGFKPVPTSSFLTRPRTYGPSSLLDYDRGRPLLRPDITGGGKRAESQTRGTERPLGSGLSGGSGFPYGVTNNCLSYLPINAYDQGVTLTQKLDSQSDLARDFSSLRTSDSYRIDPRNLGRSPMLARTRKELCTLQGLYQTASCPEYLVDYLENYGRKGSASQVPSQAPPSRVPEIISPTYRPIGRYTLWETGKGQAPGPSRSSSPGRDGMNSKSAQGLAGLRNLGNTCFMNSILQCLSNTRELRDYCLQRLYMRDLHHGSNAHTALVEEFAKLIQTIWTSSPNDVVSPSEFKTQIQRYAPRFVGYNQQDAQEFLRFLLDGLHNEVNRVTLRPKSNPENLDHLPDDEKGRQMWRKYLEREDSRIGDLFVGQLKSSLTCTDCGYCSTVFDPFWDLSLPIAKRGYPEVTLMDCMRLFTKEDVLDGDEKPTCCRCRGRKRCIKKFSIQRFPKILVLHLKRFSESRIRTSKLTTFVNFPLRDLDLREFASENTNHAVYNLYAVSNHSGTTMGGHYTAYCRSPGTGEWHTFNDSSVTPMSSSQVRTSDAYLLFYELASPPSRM
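USP2 core (20 nM final) was preincubated with compound for 30 min at RT in 20 mM Tris-HCl pH 8.0, 2 mM CaCl2, 2 mM beta-mercaptoethanol; Ub-PLA2 (20 nM) plus NBD C6-HPC (20 uM) then added, fluorescence read after 2.5 h.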
DNA Pol III inh – inhibitors of bacterial DNA polymerase III holoenzyme; reconstituted DNA polymerase III holoenzyme replication, biochemical; Potency, µM (doses to about 57.1 µM), for the others: at the highest dose activity change, negative = inhibition; actives 0.25% (n = 71,000); note: potency is the fitted concentration of half-maximal effect; % is set by controls: 0 for no effect and ±100 for the full control effect
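Reconstituted *E. coli* holoenzyme (0.35 nM Pol III, 1 nM beta, 154 nM SSB, 2 nM primase) was preincubated with compound for 15 min at RT. Synthesis on 1.4 nM ssM13Gori ran 35 min, then was stopped with PicoGreen/EDTA and read as dsDNA fluorescence.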
CRE-bla Fsk – CRE-bla signaling modulation under forskolin stimulation; CHO CRE-bla reporter (cAMP response element driving beta-lactamase), forskolin EC10, beta-lactamase ratio; Potency, µM (series often up to 38.2 µM), for inactives: top-dose activity change, negative = inhibition, actives largely listed as activators; actives 2.5% (n = 71,000); AID 662; active = well fitted activation curve with a large enough effect in the signal ratio, with a control signal flat, not every such curve was filed as active; inconclusive = small, poorly fitted or top-dose-only effect, or effect the other way, or a change in a side signal; the % refers to the signal ratio; note: potency is the fitted concentration of half-maximal effect; % of control where 0% means no effect
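CHO CRE-bla cells, overnight plating in Opti-MEM with 0.5% dialyzed FBS; cpd titration + EC10 NKH 477, 3 h 37 °C; CCF4 2 h RT; ex 405/em 460 vs 530 ratio → %Activity, AC50.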
BRCT PPI red – BRCT-phosphoprotein interaction inhibition (red fluorophore); P38398; BRCT-phosphopeptide binding, red fluorescence polarization; Potency, µM (highest dose often 76.9 µM), for the others: at the highest dose activity change, negative = inhibition, hits mostly inhibitors; actives 0.03% (n = 75,000); AID 892; note: % is set by controls: 0 for no effect and ±100 for the full control effect
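Rhodamine-labelled pBACH1 10-mer (100 nM) bound to BRCT domain (100 nM) at pH 7.3; compounds incubated 12 min room temperature, polarization read. Free peptide defines full inhibition; unlabelled decapeptide titrated as control.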
BRCT inh green – inhibitors of human BRCA1 BRCT-phosphoprotein interaction (green fluorophore); BRCA1 BRCT-phosphopeptide binding, green fluorescence polarization; Potency, µM (titrated, usually from 76.9 µM), for inactives: top-dose activity change, negative = inhibition, most hits filed as inhibitors; actives 0.05% (n = 75,000); AID 875;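 note: potency is the fitted concentration of half-maximal effect; plate controls were peptide without protein for full effect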
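Compounds were incubated for 12 min at room temperature with a complex of 100 nM fluorescein-tagged pBACH1 decapeptide and 250 nM His-tagged BRCT protein. Buffer was phosphate pH 7.3 with EDTA, DTT and Tween 20. Disruption of binding lowers the polarization signal.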
HBB splice mod – hemoglobin beta splicing modulation; Potency, µM (series often up to 46.1 µM), for inactives: at the highest dose activation, most hits filed as activators; HBB splicing reporter cell assay, activation; EGFP reporter with mutant IVS2-654 intron; response scale: normalised to 500 nM splice-correcting PNA; AID 925; actives 0.06% (n = 65,000); note: potency is the fitted concentration of half-maximal effect; 0% is about no effect
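HeLa cells stably expressing EGFP interrupted by mutant beta-globin intron 2 (IVS2-654), 500/well in 2% FCS. Treated with compound for 2 days at 37C. Splicing correction scored as total well GFP intensity (488 nm excitation, 500-520 nm emission); 500 nM antisense PNA served as control.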
ALOX15 inhib – inhibitors of human 15-lipoxygenase (ALOX15); P16050; purified 15hLO-1, xylenol orange hydroperoxide absorbance; Potency, µM (doses to about 57.1 µM), without a hit: top-dose activity change, negative = inhibition, most hits filed as inhibitors; actives 1.4% (n = 74,000); AID 887; note: potency is the fitted concentration of half-maximal effect; % is set by controls: 0 for no effect and ±100 for the full control effect; nearly all actives have a fitted effect of over 55% in size
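Purified human 15hLO-1 (40 nM) in 25 mM Hepes pH 7.5, 0.01% Triton X-100, preincubated 15 min RT with compound, then 50 uM arachidonic acid for 6 min. Hydroperoxide read by ferrous/xylenol orange, 30 min; 573/405 nm absorbance ratio gave progress.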
Hsp90 Hop PPI – changes Hsp90-Hop TPR2A binding signal, up or down; actives 0.44% (n = 71,000); Potency, µM (titrated, usually from 57 µM), for the others: top-dose activity change, negative = inhibition; AlphaScreen TPR2A-His6 binding biotin-Hsp90 C-terminal peptide; active = well fitted curve in either direction with a large enough effect; inconclusive = small, poorly fitted or top-dose-only effect, or another doubt; note: potency is the fitted concentration of half-maximal effect; % is set by controls: 0 for no effect and ±100 for the full control effect; many of its hits are not listed in these tables
UbGFP stabilizer – ubiquitin-GFP accumulation via proteasome inhibition; Potency, µM (highest dose often 45.9 µM), without a hit: top-dose activation (GFP accumulation), usual class: activators; 67,000 tested, under 10 active; Ubiquitin-GFP reporter cells, proteasome inhibition, GFP fluorescence; response scale: untreated = 0%, 10 µM MG-132 = 100%; active = well fitted activation curve with a large enough effect, not every such curve was filed as active; inconclusive = small, poorly fitted or top-dose-only effect, or another doubt; inactive = no such curve, though single readings can be large or run the other way; note: potency is the fitted concentration of half-maximal effect
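U2OS Ub(G76V)-GFP reporter; O/N plating, 0.5% FBS; cpd 46 uM–2.9 nM, 4 h, 37 °C; GFP+ cell count, 488/515 nm; norm. to basal vs 10 uM MG-132; CRC fit.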
HADH2 inhib – inhibitors of human HADH2 dehydrogenase; Q99714; recombinant HADH2, NADH fluorescence, beta-hydroxybutyryl-CoA; Potency, µM (series often up to 57.1 µM), inactives show at the highest dose activity change, negative = inhibition, hits mostly inhibitors; actives 3.4% (n = 73,000); note: potency is the fitted concentration of half-maximal effect; % is set by controls: 0 for no effect and ±100 for the full control effect; nearly all actives have a fitted effect of over 60% in size; many of its hits are not listed in these tables
Target sequence (Q99714 whole entry, looked up, one chain of several): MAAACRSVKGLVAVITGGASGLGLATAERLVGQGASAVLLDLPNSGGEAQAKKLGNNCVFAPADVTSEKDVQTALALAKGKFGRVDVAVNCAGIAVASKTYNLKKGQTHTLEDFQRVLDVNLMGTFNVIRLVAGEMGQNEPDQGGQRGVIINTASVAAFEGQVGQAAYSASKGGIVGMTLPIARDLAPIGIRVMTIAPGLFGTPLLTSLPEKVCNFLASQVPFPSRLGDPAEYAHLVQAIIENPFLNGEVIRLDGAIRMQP
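E. coli-expressed His-tagged HADH2 tested at 20 nM in alkaline Tris buffer (pH 9.0); oxidation of 90 uM beta-hydroxybutyryl-CoA with 1 mM NAD+ tracked fluorimetrically for 4 min.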
Active calls of the source: *; ? = inconclusive; . = no result given; & = joins results of further samples; [ ] = dose if it differs, or a comment. Unless noted, calls come from the whole dose curve; as a rule, active = well fitted curve in the direction sought with a large enough effect; inconclusive = small, poorly fitted or top-dose-only effect, or another doubt; inactive = no such curve, though single readings can be large; an effect the other way counts as inactive or inconclusive. A portion of the library; the hit share may differ from the screen's.

Every second line gives: Epigenetic mod | USP2a inhib | DNA Pol III inh | CRE-bla Fsk | BRCT PPI red | BRCT inh green | HBB splice mod | ALOX15 inhib | Hsp90 Hop PPI | UbGFP stabilizer | HADH2 inhib
C=C(C)Cn1c(N2CCCC2)nc2c1c(=O)[nH]c(=O)n2C
    . | . | 2% | ? | 0.2% | -1.9% | 0.0% | -7% | 0% | 3% | -3%
CCOC(=O)c1[nH]c(CSc2nnc(-c3ccncc3)n2CCOC)c(C(=O)OCC)c1C
    0% | 11% | -4% | ? | -0.2% | -0.5% | -0.1%[57.5 µM] | 5% | 0% | -3% | 12%
O=C(CN(Cc1cccs1)C(=O)CNC(=O)c1ccco1)NC1CCCCC1
    7% | . | -3% | -2% | 0.1% | -2.5% | -0.3%[57.5 µM] | 8% | 1% | -3% | 11%
CN(C)CCSc1nc(N)c2c3c(sc2n1)COC(C)(C)C3
    3% | 25% | -3% | ? | -0.1% | 6.8% | -1.1% | ? | -29% | -5% | -1%
CC(C)c1c(O)nc(SCCC(=O)O)[nH]c1=O
    0% | -2% | -9% | -4% | -0.7% | -1.5% | -2.1% | 9% | -2% | 3% | -3%
O=C(NC1CCCCC1)c1cc(-c2ccco2)on1
    0% | 12% | -1% | -5% | -0.5% | 1.6% | -1.4% | -4% | 0% | -13% | 10%
COc1ccc(-c2sccc2C(C)C(=O)O)cc1 (configuration not stated)
    -1% | -2% | -4% | 0% | -1.4% | -2.4% | . | 1% | 0% | -2% | 6%
CCc1nc2ccccc2n1Cc1cc(=O)n2cc(C)ccc2n1
    0% | 3% | -6% | ? | -0.4% | 1.9% | -1.2% | 7% | 0% | 0% | ?
C=CCn1c(SCc2c(C)noc2C)nnc1C1COc2ccccc2O1 (configuration not stated)
    3% | 2% | -1% | 27% | 1.0% | -0.9% | -0.2%[57.5 µM] | -5% | 12% | -4% | -6%
Cc1cccn2c(=O)c3cc(C(=O)NCC4CCCO4)n(C)c3nc12 (configuration not stated)
    0% | 0% | 1% | ? | -1.3% | -1.2% | -0.8% | 8% | 7% | 9% | -8%
CCOC(=O)c1c(N)ssc1=S
    -2% | 11% | -12% | 9% | -0.7% | 0.8% | 0.2% | -29% | 0% | -12% | 1.3µM*
CCOc1ccc(-c2nnc(-c3ccncc3)o2)cc1
    -2% | 8% | -7% | 10% | -0.6% | -1.4% | . | -3% | 0% | -6% | 14%
Cc1c(NC(=O)C2(C)CCCCC2)c(=O)n(-c2ccccc2)n1C
    -2% | -3% | -2% | -3% | 0.8% | -1.3% | 0.6%[9.22 µM] | -1% | -4% | -4% | 2%
CS(=O)(=O)N1CCC(C(=O)NCCN2CCN(Cc3ccccc3)CC2)CC1
    0% | -2% | -1% | ? | -0.3% | -0.6% | -0.1%[57.5 µM] | 12% | -5% | -2% | 8%
COc1ccc2[nH]cc(CCNc3ncncc3-c3ccoc3)c2c1
    -5%[9.22 µM] | 196%[activator] | -3% | -2% | -1.2% | -0.9% | -0.3% | 2% | -14% | 2% | -6%
O=C(c1ccc(Cl)cc1)C1CCN(C(=O)N2CCOCC2)CC1
    4% | . | -3% | -1% | 0.8% | 1.5% | 0.2%[57.5 µM] | 6% | -3% | -4% | 0%
Cc1sc2nc(CSc3nc4ccccc4c(=O)n3CCCN3CCOCC3)[nH]c(=O)c2c1C
    7% | 56%[activator] | 0% | 2.5µM* | 0.3% | 18% | 1.0% | -11% | -7% | 6% | ?
C[C@@](N)(C(=O)O)c1ccc(S(=O)(=O)O)cc1
    4% | . | -6% | ? | 0.6% | 0.1% | . | ? | -4% | 1% | 10%
COc1ccc(CCNc2oc(-c3ccccc3OC)nc2C#N)cc1
    0% | -3% | -4% | ? | -0.7% | -2.9% | 3.8%[0.369 µM] | -12% | -14% | 0% | 13µM*
Cc1ccc(OCC(=O)N2CCN(C(=O)c3cccs3)CC2)cc1
    -3% | 10% | -3% | -11% | 1.4% | -1.1% | 2.5% | 9% | -4% | 4% | 3%

(listing goes on)
Every second line gives: Epigenetic mod | USP2a inhib | DNA Pol III inh | CRE-bla Fsk | BRCT PPI red | BRCT inh green | HBB splice mod | ALOX15 inhib | Hsp90 Hop PPI | UbGFP stabilizer | HADH2 inhib
O=S(=O)(NCCc1ccccn1)c1ccc(F)c(F)c1
    -1% | 9% | -10% | ? | 0.0% | -3.4% | -1.1% | 1% | 0% | 0% | 8%
Cc1cc(C(=O)N2CCN(C(c3ccccc3)c3ccccc3)CC2)no1
    0% | 11% | 3% | -5% | 0.8% | -0.9% | -2.3% | -6% | 4% | -10% | -1%
CCCC1CC(C)(C(=O)Cn2[nH]c(=O)ccc2=O)OC1=O (configuration not stated)
    2% | 1% | -2% | 1% | -1.9% | -1.3% | . | 4% | -1% | 4% | 4%
COc1cccc(NC(C)C(=O)N2CC(C)OC(C)C2)c1 (configuration not stated)
    2% | -2% | 5% | -2% | -0.6% | 1.2% | -0.1%[57.5 µM] | 20% | -3% | 2% | 5%
COC(=O)C1=C(C)N(Cc2ccccc2)[C@]23O[C@](C(=O)OC)(C(=O)N2C1c1ccccc1)C1C(=O)N(c2ccccc2)C(=O)C13 (some centres not stated)
    . | . | . | . | 1.2%&1.4%[15.4 µM] | -0.1%&0.2%[15.4 µM] | -0.7%&0.6%[9.22 µM] | 1%&10%[11.4 µM] | . | . | 13%&13%[11.4 µM]
CN(C(=O)c1ccccn1)c1nnc(-c2ccncc2)s1
    5% | -1% | 0% | -2% | -0.8% | -4.7% | . | 8% | -6% | 1% | 284%[activator]
Cc1ccc(S(=O)(=O)N2CCN(C(=O)CN3C(=O)NC4(CCOc5ccccc54)C3=O)CC2)cc1 (configuration not stated)
    -1% | 35%[activator] | -1% | -9% | -1.1% | 0.9% | -0.7% | 2% | -1% | -5% | 2%
COc1cc(/C=C\C(=O)N2CCC=CC2=O)cc(OC)c1OC
    6%[20.6 µM] | 5%[17.1 µM] | -3%[25.6 µM] | ? | 1.6%[34.4 µM] | -0.2%[34.4 µM] | -0.3%[20.6 µM] | 12%[25.6 µM] | 3%[26 µM] | 0%[20.5 µM] | 2%[25.6 µM]
CCc1nnc(NC(=O)C2CCN(c3nccc(C)n3)CC2)s1
    -2% | 12% | 1% | ? | -0.5% | 0.8% | 0.0%[57.5 µM] | 6% | ? | 1% | -28%
CCN(C(=O)CN1CCN(c2ccccc2OC)CC1)c1c(N)n(Cc2ccccc2)c(=O)[nH]c1=O
    0% | -4% | -2% | -4% | -0.3% | -2.8% | 0.2%[57.5 µM] | 13% | 1% | -2% | 4%
CCOC(=O)CCCNC(=O)COC(=O)c1cccc(C)c1O
    -1% | -8% | -6% | ? | -1.8% | -2.0% | -1.9% | 2% | -3% | 1% | 17%
Cn1c(=O)c2c(nc(NCCc3ccccc3)n2Cc2ccc(F)cc2)n(C)c1=O
    . | . | -4% | ? | -0.3% | -1.0% | -0.4% | -22% | -6% | 1% | -9%
C#C[C@H](N)CCC(=O)O
    -1% | -2% | -3% | -1% | -1.7% | -2.5% | 0.7% | 3% | -5% | -5% | 6%

Taken from the entries so far, two compounds:
Every second line gives: Epigenetic mod | USP2a inhib | DNA Pol III inh | CRE-bla Fsk | BRCT PPI red | BRCT inh green | HBB splice mod | ALOX15 inhib | Hsp90 Hop PPI | UbGFP stabilizer | HADH2 inhib
CCc1nc2ccccc2n1Cc1cc(=O)n2cc(C)ccc2n1
    0% | 3% | -6% | ? | -0.4% | 1.9% | -1.2% | 7% | 0% | 0% | ?
C=CCn1c(SCc2c(C)noc2C)nnc1C1COc2ccccc2O1 (configuration not stated)
    3% | 2% | -1% | 27% | 1.0% | -0.9% | -0.2%[57.5 µM] | -5% | 12% | -4% | -6%
